Source: PubChem BioAssay (several laboratories)
KCNK9 inh = human KCNK9 channel inhibition; B-score at 10 µM; Q9NPC2; AID 488922; 310,000 compounds, 1.2% hits; HEK293 KCNK9, FluxOR thallium flux fluorescence; hits give low values;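 active = ratio B-score over 3 SD below the library mean, with starting fluorescence within 5 SD of its mean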;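 also: negative B-score means less thallium flux so channel inhibition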
Target sequence (Q9NPC2 whole entry, looked up): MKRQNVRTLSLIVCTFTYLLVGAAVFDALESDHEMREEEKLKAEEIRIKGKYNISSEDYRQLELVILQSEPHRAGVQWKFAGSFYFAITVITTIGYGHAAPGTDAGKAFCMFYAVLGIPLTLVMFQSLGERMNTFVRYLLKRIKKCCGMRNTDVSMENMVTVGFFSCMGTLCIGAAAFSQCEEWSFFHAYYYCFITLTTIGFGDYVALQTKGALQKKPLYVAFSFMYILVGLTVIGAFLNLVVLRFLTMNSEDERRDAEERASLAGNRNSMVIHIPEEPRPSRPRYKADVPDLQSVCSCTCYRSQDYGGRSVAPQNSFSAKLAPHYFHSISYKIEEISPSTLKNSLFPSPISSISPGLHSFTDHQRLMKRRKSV
TMEM16A inh = mouse TMEM16A channel inhibition, primary screen. Q8BHY3. 310,000 compounds, 1.2% hits. HEK293 TMEM16A/YFP iodide influx fluorescence, ionomycin. normalized B-score (activity score, 25-100; higher = stronger inhibition) at 10 µM;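 active = ratio plate-corrected score three or more library SD toward inhibition, starting fluorescence score within five deviations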;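 also: score derived from kinetic fluorescence span divided by baseline fluorescence per well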
DYRK1A inh = inhibitors of rat Dyrk1A kinase. Q63470. ADP-Glo luminescence, NFATc1 peptide. inhibition, % at 12.5 µM. 310,000 compounds, 0.43% hits; in the data active = inhibition above about 50%;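 also: plate controls were vehicle with enzyme for no effect and no enzyme for full effect; many of its hits are not listed in these tables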
TMEM16A act = activates or potentiates the mouse TMEM16A chloride channel. Q8BHY3. HEK293 TMEM16A/YFP-H148Q/I152L, iodide quench fluorescence; hits give low values. B-score at 10 µM. 340,000 compounds, 0.3% hits;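 active = fluorescence-ratio B-score plate-corrected deviation score at least 3 library SD below zero, with starting fluorescence score within 5 deviations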;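 also: channel opened by trigger with iodide after compound preincubation; score built on the fluorescence ratio of max minus min over baseline; more negative score means more quench and so TMEM16A activation or potentiation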
HDAC3 inhib = human HDAC3 inhibition; O15379; recombinant HDAC3, fluorogenic peptide/trypsin coupled, fluorescence; inhibition, % at 8.3 µM; 320,000 compounds, 0.15% hits; in the data active = inhibition above about 26%, passing the limit was not always enough
Target sequence (O15379 whole entry, looked up): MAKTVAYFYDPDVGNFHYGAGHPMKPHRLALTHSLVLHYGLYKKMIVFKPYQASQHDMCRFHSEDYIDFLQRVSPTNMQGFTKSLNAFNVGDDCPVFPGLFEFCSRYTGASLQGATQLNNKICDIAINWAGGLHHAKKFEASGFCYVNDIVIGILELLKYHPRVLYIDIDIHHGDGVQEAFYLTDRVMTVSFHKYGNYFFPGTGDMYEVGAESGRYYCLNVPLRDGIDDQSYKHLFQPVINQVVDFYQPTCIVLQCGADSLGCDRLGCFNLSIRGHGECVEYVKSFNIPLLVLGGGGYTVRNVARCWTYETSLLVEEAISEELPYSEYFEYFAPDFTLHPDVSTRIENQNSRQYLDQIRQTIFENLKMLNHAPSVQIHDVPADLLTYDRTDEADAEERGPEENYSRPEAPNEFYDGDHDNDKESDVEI
KCNQ1 act = human KCNQ1 channel potentiation or activation | P51787 | CHO-K1 KCNQ1, thallium flux FluxOR fluorescence; hits give high values | B-score at 10 µM | 310,000 compounds, 0.35% hits | AID 2648;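 active = fluorescence ratio B-score, a plate-corrected score, at least three library SD, with initial intensity B-score within 5 SD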
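Doses: Single concentration per compound, DMSO matched to controls | Test system: KCNQ1-transfected CHO-K1 cells | Timing: 90 min dye loading and 20 min compound exposure, both at room temperature | Measured by: Kinetic FluxOR thallium fluorescence, 10-s 1-Hz baseline, 110-s post-stimulus read | Medium: Assay buffer with matched DMSO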
TRPC4 act = TRPC4 (mouse) channel activation | HEK293 TRPC4beta/mu-opioid, Fluo4 calcium fluorescence; hits give high values | B-score at 10 µM | 310,000 compounds, 0.49% hits | AID 2237;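 active = B-score above 5 SD of library B-scores, and initial fluorescence ratio not above library mean plus 5 SD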;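 also: positive B-score marks a calcium rise read as TRPC4 activation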
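Assay system: HEK293 stable line with TRPC4beta plus mu-opioid receptor; schedule: 45 min room-temperature Fluo4 loading, 110 s read; technique: kinetic Fluo4 calcium fluorescence; evaluation: integrated baseline-normalised fluorescence ratio, converted to per-well B score; controls: buffer (low) and maximal DAMGO (high)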
KCNK3 inh = human KCNK3 channel inhibition, primary screen | O14649 | CHO-KCNK3 thallium flux, FluxOR fluorescence; hits give low values | B-score at 10 µM | 340,000 compounds, 0.84% hits | AID 602410;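 active = B-score under library mean minus 4 SD, starting fluorescence ratio at most library mean plus 5 SD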;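 also: more negative B-score means stronger inhibition of thallium flux through KCNK3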
KCNQ1 block = inhibitors of human KCNQ1 potassium channel; CHO-K1 KCNQ1, FluxOR thallium flux fluorescence; hits give high values; 310,000 compounds, 1.3% hits; P51787; B-score at 10 µM;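 active = compounds whose thallium flux B-score, printed positive for inhibition, exceeds three library SD while starting fluorescence stays within three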;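 also: channel opened by potassium depolarization with thallium stimulus after 20 min compound exposure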
hERG protect = compounds protecting human hERG from proarrhythmic drug block. Q12809. CHO-hERG, FluxOR thallium flux, dofetilide IC70 present. activation (rescue from dofetilide block), less the hit threshold, % at 10 µM. 310,000 compounds, 0.51% hits. AID 1511;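 active = activation above the mean of controls blocked by dofetilide plus 5 SD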;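 also: thallium influx through hERG after potassium depolarization seen as dye fluorescence rise; in these data hits start at about 4.7%; inactives centre near -7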
TRPC4 PAM = TRPC4 (mouse) allosteric potentiation; Q9QUQ5; HEK293 TRPC4beta/mu-opioid, DAMGO EC20, Fluo-4 Ca2+ flux; hits give high values; B-score at 10 µM; 310,000 compounds, 0.42% hits; AID 2227;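 active = B-score of calcium response area above 5 SD of library B-scores, with initial fluorescence ratio within 5 SD of library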;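 also: B-score of integrated fluorescence ratio over time as area under calcium response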
The depositor's hits bear a star; i = inactive; / = no result given. Not all compounds are listed, so the mix of outcomes need not match the whole.

SMILES | KCNK9 inh | TMEM16A inh | DYRK1A inh | TMEM16A act | HDAC3 inhib | KCNQ1 act | TRPC4 act | KCNK3 inh | KCNQ1 block | hERG protect | TRPC4 PAM
COc1ccc(C(NC(=O)/C=C\c2ccco2)c2ccc(OC)c(OC)c2)cc1 (configuration not stated) | i | i | 12.8 | i | 10.6 | i | i | i | i | -12.9 | i
CC12CC(NC(=O)N1c1cccc(C(=O)NCc3ccccn3)c1)c1ccccc1O2 (configuration not stated) | i | i | -2.0 | i | -1.1 | i | i | i | i | -13.6 | i
CCCSc1cc(NCCOC(=O)CCC)c([N+](=O)[O-])c2nonc12 | i | i | -8.2 | i | 6.3 | i | i | i | i | -14.3 | i
Cc1nc2ccccc2c(=O)n1/N=C/c1cn[nH]c1-c1ccccc1 | i | i | / | i | 7.1 | i | i | i | i | -8.6 | i
COCC(=O)Nc1ccc(S(=O)(=O)Nc2cc(C)nc(C)n2)cc1 | i | i | -9.7 | i | -1.3 | i | i | i | i | -5.2 | i
O=C(N/C(=C\c1ccco1)C(=O)N1CCOCC1)c1ccc([N+](=O)[O-])cc1 | i | i | 8.0 | i | -1.2 | i | i | i | i | -5.3 | i
CC(C)CC(=O)Nc1cc([N+](=O)[O-])ccc1Cl | i | i | 4.2 | i | 4.2 | i | i | i | i | -6.0 | i
CCOC(=O)c1ccc(NC(=S)N2CCCC(C)C2)cc1 (configuration not stated) | i | i | 3.0 | i | 6.2 | i | i | i | i | -2.8 | i
COc1ccccc1/C=C/C(=O)NCc1ccccn1 | i | i | -0.2 | i | -6.9 | i | i | i | i | -3.5 | i
CCN(CC)CCCNC(=O)Cn1ncc2c(=O)oc3ccc(C)cc3c21 | i | i | 2.2 | i | -2.4 | i | i | i | i | -7.3 | i
COc1ccc(C(=O)NCC(=O)OCC(=O)c2ccc(Cl)cc2)cc1OC | i | i | 48.2 | i | -8.0 | i | i | i | i | -11.1 | i
C=CCNC(=O)CC1C(=O)NCCN1Cc1ccc(-c2ccccc2)cc1 (configuration not stated) | i | i | 5.0 | i | 0.4 | i | i | i | i | -3.9 | i
CCOC(=O)CC(NC(=O)C1c2ccccc2Oc2ccccc21)c1ccccc1Cl (configuration not stated) | i | i | 12.1 | i | 4.9 | i | i | i | i | -6.5 | i
O=[N+]([O-])c1cccc(S(=O)(=O)N2CCc3ccccc3C2)c1 | i | i | / | i | 3.6 | i | i | i | i | -7.8 | i
CCc1cccc2c(C(=O)C(F)(F)F)cn(CC(=O)N3CCOCC3)c12 | i | i | 0.7 | i | 2.4 | i | i | i | i | -2.7 | i
O=C(NCCC1CCCCN1S(=O)(=O)c1ccc(Cl)cc1)C(=O)NCCN1CCOCC1 (configuration not stated) | i | i | / | i | -3.5 | i | i | i | i | -13.8 | i
O=C(c1cc2c(=O)oc3ccccc3c2s1)N1CCOCC1 | i | i | 13.3 | i | 2.8 | i | i | i | i | 0.5 | i
NC(=O)c1sc2nc3c(c(-c4ccc(Cl)cc4)c2c1N)CCCC3 | i | i | 0.3 | i | 12.4 | i | i | i | i | -11.5 | i
COc1cccc2cc(C(=O)NCCN3CCOCC3)oc12 | i | i | 0.2 | i | -0.8 | i | i | i | i | -4.5 | i
CCOc1ccc(NC(=O)CN(C)C(=O)c2ccc3c(c2)C(=O)N(CCC(C)C)C3=O)cc1OCC | i | i | -2.2 | i | 2.3 | i | i | i | i | -11.0 | i
CC(C)CCN1C(=O)c2ccc(C(=O)Nc3ccc(Br)cc3C(=O)O)cc2C1=O | i | i | 9.6 | i | 1.2 | i | i | i | 6* | -2.0 | i
O=C(Nc1ccc(Nc2ccccc2)cc1)c1c(Cl)cccc1Cl | i | i | -6.2 | i | 5.2 | i | i | i | i | -7.6 | i
Cc1ccc(C)c(S(=O)(=O)N2CCCOC2CNC(=O)C(=O)NC2CCCCC2)c1 (configuration not stated) | i | i | -1.2 | i | 0.6 | i | i | i | i | -8.3 | i
Cc1ccc(-n2c(Cn3nc(C(F)(F)F)cc3C)n[nH]c2=S)cc1 | i | i | 6.1 | i | 4.5 | i | i | i | i | -11.0 | i
CCN(CC)S(=O)(=O)c1cccc(NC(=O)COc2ccc(Cl)cc2Br)c1 | i | 25* | 7.5 | i | 4.9 | i | i | i | i | -6.0 | i
COc1cccc(C2C(C(N)=O)=C(C)Nc3nc(CCCO)nn32)c1OC (configuration not stated) | i | i | -3.8 | i | -4.2 | i | i | i | i | -5.2 | i
COc1cccc(/C=N/n2c(COc3ccccc3)n[nH]c2=S)c1 | i | i | 14.0 | i | 3.2 | i | i | i | i | -9.8 | i
Cc1ccc(C2=NNC(=O)C(c3ccc(Cl)cc3)C2)cc1 (configuration not stated) | i | i | 5.5 | i | 9.8 | i | i | i | i | -1.7 | i
Cc1ccc(C(=O)N2CCCC(CCC(=O)NCc3ccccc3F)C2)cn1 (configuration not stated) | i | i | -7.1 | i | 5.6 | i | i | i | i | -7.2 | i
CC[n+]1c(/C=C2\C=C(C)CC(C)C2)sc2ccccc21 (configuration not stated) | i | i | 7.7 | i | -1.1 | i | i | i | 6* | -22.8 | i
O=C(CC1OC(=O)c2ccccc21)NC1CCCCC1 (configuration not stated) | i | i | -3.0 | i | -5.1 | i | i | i | i | -7.8 | i
Cc1occc1C(=O)NNC(=S)NCC(C)C | i | i | -3.3 | i | -5.5 | i | i | i | i | -2.6 | i
CC(C)=CCN1CCN(Cc2cn[nH]c2C2CCCCC2)CC1CCO (configuration not stated) | i | i | / | / | -4.6 | i | i | / | i | 0.6 | i
O=C(c1ccccc1)N1CCCOC1c1ccccc1 (configuration not stated) | i | i | 6.4 | i | 0.3 | i | i | i | i | -6.7 | i
COc1cccc(NC(=O)Nc2ccc(Cc3ccncc3)cc2)c1 | i | i | 9.8 | i | 1.6 | i | i | i | i | -9.2 | i
COc1ccc(CNC(=O)CSc2nnc3c(n2)[nH]c2ccccc23)cc1 | i | i | -1.5 | i | -13.8 | i | i | i | i | -2.5 | i
COc1ccc(CC(=O)Oc2ccc(Cl)cc2Br)cc1S(=O)(=O)N1CCOCC1 | i | i | 3.5 | i | -5.9 | i | i | i | i | -13.8 | i
COc1ccc(OC)c(-n2nnnc2SCC(=O)N2CCN(C(=O)c3ccco3)CC2)c1 | i | i | 1.1 | i | 1.4 | i | i | i | i | -4.7 | i
O=C(CCC(=O)N1CCOc2ccc(Cl)cc21)NCCCN1CCC(Cc2ccccc2)CC1 | i | i | 3.3 | i | 4.2 | i | i | i | i | -19.8 | i
O=S1(=O)CCC(NCC2CCCO2)C1 (configuration not stated) | i | i | -1.4 | i | 6.7 | i | i | i | i | -14.8 | i
O=C(N/N=C/c1cccnc1)c1ccc(S(=O)(=O)N2CCCCCC2)cc1 | i | i | -0.3 | i | 11.0 | i | i | i | i | -14.2 | i
Cn1cnnc1SCC(=O)c1cc2ccccc2o1 | i | i | -24.0 | i | -1.3 | i | i | i | i | -9.1 | i
COc1ccccc1S(=O)(=O)CC(O)COc1ccccc1Cl (configuration not stated) | i | i | -0.6 | i | -10.3 | i | i | i | i | -4.2 | i
COc1ccc(C(=O)NCc2cn3ccsc3n2)cc1OC | i | i | 6.3 | i | 10.2 | i | i | i | i | -10.0 | i
Cc1cc2ccccn2c1C(=O)c1ccc(S(=O)(=O)N(C)C)cc1 | i | i | 2.9 | i | 4.7 | i | i | i | i | -24.9 | i
Cc1ccc(S(=O)(=O)NCC(=O)OCC(=O)c2ccc(Br)s2)cc1 | i | i | -0.4 | i | -2.9 | i | i | i | i | -7.0 | i
Cc1c(NC(=O)C(C)OC(=O)c2ncc(Cl)c(Cl)c2Cl)c(=O)n(-c2ccccc2)n1C (configuration not stated) | i | i | -1.0 | i | -3.5 | i | i | i | i | -19.6 | i
O=C(CSc1nncn1-c1cccnc1)Nc1cccc(C(F)(F)F)c1 | i | i | -3.9 | i | 3.4 | i | i | i | i | -2.3 | i
COc1cc(/C=C(\C#N)C(=O)NCC2CCCO2)c([N+](=O)[O-])cc1OC (configuration not stated) | i | i | -9.4 | i | -3.7 | i | i | i | i | -9.9 | i
COC(=O)c1ccccc1OCCCN(C)C | i | i | -4.0 | i | -4.7 | i | i | i | i | -2.8 | 11*
COC(=O)c1ccccc1NC1=C/C(=N\S(=O)(=O)c2cccs2)c2ccccc2C1=O | i | i | 10.3 | i | 3.6 | i | i | i | i | -26.6 | i
Clc1ccccc1-c1nn2c(-c3ccccn3)nnc2s1 | i | i | 0.2 | i | 1.3 | i | i | i | i | -13.4 | i
COc1cc(NC(=O)N[C@@H](Cc2c[nH]c3ccccc23)C(=O)O)c(C(=O)O)cc1OC | i | i | 1.1 | i | -18.2 | i | i | i | i | 0.5 | i
CCCCC(=O)/C=C/n1c(=S)oc2ccccc21 | i | i | -3.5 | i | 1.0 | i | i | i | i | -5.4 | i
CCC(=O)NC(Nc1sc2c(c1C(=O)OC)CCCC2)(C(F)(F)F)C(F)(F)F | i | i | 3.1 | i | 1.7 | i | i | i | i | 0.5 | i
CC(=O)Nc1ccc(NC(=O)c2cccc3c2-c2ccccc2C3=O)cc1 | i | i | 1.9 | i | 7.6 | i | i | i | i | -7.3 | i
CS(=O)(=O)N1CCN(c2ccccc2[N+](=O)[O-])CC1 | i | i | 2.7 | i | -1.7 | i | i | i | i | -5.8 | i
O=S(=O)(Cc1ccccc1)Nc1ccc(F)cc1 | i | i | -3.8 | i | 0.2 | i | i | i | i | -9.9 | i
CCN1C(=O)C(CC(=O)NCc2ccc(Cl)cc2)N(CC)C1=O (configuration not stated) | i | i | -3.1 | i | 4.8 | i | i | i | i | -6.2 | i
O=C(O)C1CCCN1C(=O)NC1CCCCC1 (configuration not stated) | i | i | -0.3 | i | 0.5 | i | i | i | i | -5.5 | i
Cc1oc(-c2ccc(Cl)cc2)[n+]([O-])c1C | i | i | -1.4 | i | 3.9 | i | i | i | i | -8.4 | i
COc1cccc(CNn2cn[nH]c2=S)c1OCc1ccccc1 | i | i | 5.7 | i | 5.5 | i | i | i | i | -10.2 | i

Profiles, looked up by structure. Order of values: KCNK9 inh | TMEM16A inh | DYRK1A inh | TMEM16A act | HDAC3 inhib | KCNQ1 act | TRPC4 act | KCNK3 inh | KCNQ1 block | hERG protect | TRPC4 PAM
COc1cc(NC(=O)N[C@@H](Cc2c[nH]c3ccccc23)C(=O)O)c(C(=O)O)cc1OC is listed with i | i | 1.1 | i | -18.2 | i | i | i | i | 0.5 | i
COC(=O)c1ccccc1NC1=C/C(=N\S(=O)(=O)c2cccs2)c2ccccc2C1=O is listed with i | i | 10.3 | i | 3.6 | i | i | i | i | -26.6 | i
